Screens as filed in PubChem.
PLC-beta3 inh: PLC-beta3 (human) inhibition, primary screen | Q01970 | Purified PLC-beta3, fluorogenic substrate, fluorescence | inhibition, % at 12.2 µM | hit rate 0.18% among 370,000; in the data active = inhibition above about 11%;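 note: 0% = median of compound wells on plate and 100% = full blocker control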
Target sequence (Q01970 whole entry, looked up): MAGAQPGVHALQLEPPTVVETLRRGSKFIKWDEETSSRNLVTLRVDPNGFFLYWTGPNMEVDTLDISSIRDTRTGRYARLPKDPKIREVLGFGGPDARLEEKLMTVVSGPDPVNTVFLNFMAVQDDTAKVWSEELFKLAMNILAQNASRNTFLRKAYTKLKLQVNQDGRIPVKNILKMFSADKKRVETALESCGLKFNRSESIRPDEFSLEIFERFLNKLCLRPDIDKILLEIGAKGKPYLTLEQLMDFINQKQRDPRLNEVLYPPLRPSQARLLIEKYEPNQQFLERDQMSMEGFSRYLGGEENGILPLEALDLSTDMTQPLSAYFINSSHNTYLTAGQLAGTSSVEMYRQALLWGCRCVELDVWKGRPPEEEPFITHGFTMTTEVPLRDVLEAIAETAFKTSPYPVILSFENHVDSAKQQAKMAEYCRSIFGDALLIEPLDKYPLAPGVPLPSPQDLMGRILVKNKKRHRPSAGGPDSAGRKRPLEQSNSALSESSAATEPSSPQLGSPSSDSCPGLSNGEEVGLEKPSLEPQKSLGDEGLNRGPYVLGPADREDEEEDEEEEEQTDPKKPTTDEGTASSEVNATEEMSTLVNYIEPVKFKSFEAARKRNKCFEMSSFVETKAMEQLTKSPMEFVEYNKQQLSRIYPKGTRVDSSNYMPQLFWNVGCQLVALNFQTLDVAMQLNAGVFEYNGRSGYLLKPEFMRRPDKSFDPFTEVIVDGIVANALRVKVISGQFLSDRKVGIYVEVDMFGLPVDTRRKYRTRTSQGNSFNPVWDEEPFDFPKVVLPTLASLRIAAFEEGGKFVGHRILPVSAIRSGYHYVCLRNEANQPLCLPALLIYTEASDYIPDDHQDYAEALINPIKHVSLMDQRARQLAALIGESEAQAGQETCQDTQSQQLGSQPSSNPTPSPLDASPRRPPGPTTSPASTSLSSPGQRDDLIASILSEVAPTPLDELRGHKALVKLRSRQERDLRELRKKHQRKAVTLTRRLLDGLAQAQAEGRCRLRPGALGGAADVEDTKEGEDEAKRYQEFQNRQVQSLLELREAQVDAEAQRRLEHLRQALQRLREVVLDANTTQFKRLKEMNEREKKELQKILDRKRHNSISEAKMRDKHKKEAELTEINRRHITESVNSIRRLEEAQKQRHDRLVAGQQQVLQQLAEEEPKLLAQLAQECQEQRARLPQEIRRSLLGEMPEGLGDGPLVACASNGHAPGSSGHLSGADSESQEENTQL
hgDAF-12 ag: hgDAF-12 agonism, primary luciferase screen; HEK293 GAL4-hgDAF12 UAS-luciferase reporter, agonist luminescence; normalized to butyrate control; activation, % at 6.8 µM; hit rate 1.8% among 370,000;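 active = activation above a cutoff set at the mean of all screened compounds plus 3 SD, cut at about 10% in these data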;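 note: 0% = DMSO wells and 100% = sodium butyrate wells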
ADAM10 inh: inhibitors of human ADAM10 | recombinant ADAM10, EDANS/DABCYL FRET peptide cleavage, 3 h | inhibition, % at 7 µM | hit rate 0.62% among 370,000 | AID 720582;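 active = inhibition above a per-campaign cutoff equal to the mean of compounds falling between control-based bounds plus 3 SD, cut at about 20% in these data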;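 note: 0% = DMSO wells while the 100% control is not disclosed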
DAX1 inh-1: DAX1 (NR0B1) inhibition, primary screen; inhibition, % at 6.8 µM; hit rate 1.1% among 370,000; HEK293T StAR-luciferase reporter, SF-1/DAX-1 repression relief; AID 652010;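 active = inhibition above the mean over all tested compounds plus 3 SD, cut at about 3.6% in these data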;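 note: 0% = DAX-1 cells with DMSO and 100% = cells lacking DAX-1 with DMSO; higher inhibition means more luminescence from relief of DAX-1 repression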
PLCg1 inh: inhibitors of human phospholipase C gamma1; P19174; purified PLC-gamma1, fluorogenic substrate, fluorescence; inhibition, % at 12.2 µM; hit rate 0.84% among 370,000; in the data active = inhibition above about 9.5%
FXN GAA850 act: increases GAA850 frataxin promoter reporter activity; hit rate 0.56% among 360,000; activation, % at 6 µM; AID 540364; HEK293 lucGAA850 FXN promoter luciferase reporter, 24 h; percent of 10 µM SAHA response;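 active = activation above the average of all compounds screened plus 3 SD, cutoff fixed separately per campaign, cut at about 7.5% in these data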;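 note: 0% = DMSO wells and 100% = 10 µM SAHA wells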
sPLA2-III inh: Blocks human group III sPLA2 activity; Q9NZ20; QFRET BODIPY PC-A2 liposome hydrolysis, fluorescence; inhibition, % at 12.2 µM; hit rate 0.56% among 370,000;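 active = inhibition above mean plus 3 SD of compounds lying within the high and low control bounds, cut at about 19% in these data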;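 note: 0% = median of test compound wells and 100% = no enzyme DMSO wells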
hcDAF-12 act: activates DAF-12 receptor from parasite H. contortus; hit rate 1.4% among 370,000; AID 652067; activation, % at 6.8 µM; HEK293 hcDAF-12 lit1-tk-luc reporter, luminescence; 0% DMSO, 100% Δ7-dafachronic acid;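 active = activation above the mean of all tested compounds plus 3 SD, cut at about 5.5% in these data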;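 note: 100% = response to 3 µM Δ7-dafachronic acid high control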
ADAM17 inh: inhibits human ADAM17 | P78536 | recombinant ADAM17, EDANS/DABCYL FRET peptide cleavage | inhibition, % at 6.95 µM | hit rate 0.83% among 370,000 | AID 720648;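 active = inhibition above the mean of compounds lying between control limits plus 3 SD, set per campaign, cut at about 8.5% in these data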;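 note: 0% = DMSO-only wells as the low control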
ssDAF-12 act: activates DAF-12 receptor from parasite S. stercoralis. HEK293 ssDAF-12/GRIP1 lit1-tk-luc reporter, luminescence; % of 3 µM dafachronic acid response. AID 652126. activation, % at 6.8 µM. hit rate 1% among 370,000;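 active = activation above the mean over all tested compounds plus 3 SD, cut at about 0.9% in these data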;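 note: 0% = DMSO-only wells and 100% = 3 µM delta7-dafachronic acid wells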
DAX1 inh-2: inhibits human nuclear receptor DAX1; AID 504766; inhibition, % at 6.75 µM; P51843; HEK293 Gal4-DAX1 luciferase reporter, luminescence; hit rate 0.99% among 340,000;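 active = inhibition above the mean over all tested compounds plus 3 SD, cut at about 4.2% in these data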;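 note: 0% = DAX1-transfected cells with DMSO and 100% = empty-vector control cells with DMSO; inhibition shows as a rise in luminescence from relieved DAX1 repression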
The depositor's hits bear a star; x = not tested or not shown.

nr	canonical_smiles	PLC-beta3 inh	hgDAF-12 ag	ADAM10 inh	DAX1 inh-1	PLCg1 inh	FXN GAA850 act
1	CCOc1ccccc1OCCN1CCC(Cc2ccccc2)CC1	2.3	-1.9	4.5	0.1	-1.3	-2.8
2	Cc1nn(-c2ccccc2)c2sc(C(=O)NC3CCCCC3)cc12	5.2	0.1	-8.0	-1.2	4.1	0.0
3	CCOC(=O)C1=C(CSc2nc3ccccc3s2)NC(=O)NC1c1cc(C)ccc1C (configuration not stated)	3.1	-4.3	13.5	-1.3	0.1	-1.9
4	Cc1ccc(/C(O)=C2/C(=O)C(=O)N(CCCn3ccnc3)C2c2cccnc2)cc1 (configuration not stated)	-1.7	1.2	-2.5	0.6	1.7	0.1
5	Cc1ccc([C@H]2C[C@@H](O)[C@H](n3cc(-c4ccc(F)cc4)nn3)CN2C(=O)c2cccs2)cc1	-1.0	1.1	-14.2	-0.8	0.0	-0.4
6	COc1ccc(OC)c(S(=O)(=O)N2CCCC(C)C2)c1 (configuration not stated)	5.8	0.3	13.6	-0.7	4.2	-1.3
7	Cc1ccc(C)c(C(=O)CSc2n[nH]c(-c3ccncc3)n2)c1	-4.7	-1.5	-6.9	-0.6	-6.1	0.6
8	Cc1ccc(S(=O)(=O)NCCC(=O)NCCN2CCCCCC2)cc1	-1.5	1.1	6.7	0.1	-3.5	1.9
9	Cc1ccc(NC(=O)C2CCC(N3C(=O)C4CCCCC4C3=O)CC2)cc1 (configuration not stated)	-1.7	4.4	-5.4	0.5	4.6	1.7
10	CCOC(=O)C1CNc2cc(S(=O)(=O)CC)ccc2O1 (configuration not stated)	-0.7	1.2	4.5	-0.8	1.2	-3.0
11	CC(C)(C)c1ccc(S(=O)(=O)Nc2cccc(C3OCCCO3)c2)cc1	3.0	-0.2	6.7	-1.2	-0.2	1.1
12	CCCCn1c(NC(=O)C2CCCCC2)nc2ccccc21	9.7	2.3	4.0	-0.8	3.5	2.5
13	CCOc1ccc2nc(CN3CCN(Cc4ccccc4OCC)C(CCO)C3)ccc2c1 (configuration not stated)	-40.7	-4.9	-43.4	-1.0	-27.4	-6.6
14	COC(=O)c1nc(-c2ccccc2)n[nH]1	2.5	1.6	-1.7	0.2	0.1	1.6
15	CCc1cccc(CC)c1NC(=O)C(NS(=O)(=O)c1cccs1)c1ccccc1 (configuration not stated)	4.7	-1.1	5.8	-0.9	3.5	-0.9

nr	sPLA2-III inh	hcDAF-12 act	ADAM17 inh	ssDAF-12 act	DAX1 inh-2
1	-8.1	-2.0	-1.7	-1.3	0.0
2	-4.3	-1.5	-1.0	-1.7	-0.8
3	2.6	-1.1	3.1	-1.6	-2.4
4	1.1	-1.3	-2.3	-1.6	1.0
5	8.0	-0.8	2.8	-0.8	0.9
6	1.6	2.6	0.7	-1.6	1.8
7	-11.7	-0.4	-5.8	-1.7	-1.1
8	8.7	0.1	-1.0	-1.1	-1.0
9	-3.0	-1.5	1.7	-0.8	1.0
10	6.9	0.0	-6.4	0.1	0.2
11	-28.4	-3.0	4.1	-1.6	-1.9
12	9.6	-1.6	2.1	-1.6	0.2
13	-10.8	-3.6	-20.2	-1.7	-2.6
14	-2.1	-1.0	-1.9	-1.5	0.1
15	5.9	-0.8	6.3	-1.8	-0.1

Compound profiles, from the list above.
Profile of CCc1cccc(CC)c1NC(=O)C(NS(=O)(=O)c1cccs1)c1ccccc1 (configuration not stated) = PLC-beta3 inh: 4.7; hgDAF-12 ag: -1.1; ADAM10 inh: 5.8; DAX1 inh-1: -0.9; PLCg1 inh: 3.5; FXN GAA850 act: -0.9; sPLA2-III inh: 5.9; hcDAF-12 act: -0.8; ADAM17 inh: 6.3; ssDAF-12 act: -1.8; DAX1 inh-2: -0.1
Profile of CC(C)(C)c1ccc(S(=O)(=O)Nc2cccc(C3OCCCO3)c2)cc1 = PLC-beta3 inh: 3.0; hgDAF-12 ag: -0.2; ADAM10 inh: 6.7; DAX1 inh-1: -1.2; PLCg1 inh: -0.2; FXN GAA850 act: 1.1; sPLA2-III inh: -28.4; hcDAF-12 act: -3.0; ADAM17 inh: 4.1; ssDAF-12 act: -1.6; DAX1 inh-2: -1.9

Next part.
nr	canonical_smiles	PLC-beta3 inh	hgDAF-12 ag	ADAM10 inh	DAX1 inh-1	PLCg1 inh	FXN GAA850 act
16	CCOc1ccccc1NC(=S)Nc1ccc2cn[nH]c2c1	-3.5	5.8	-30.3	0.5	3.5	-1.4
17	NC1=NC2(CCCCC2)N=C(Nc2ccc(Br)cc2)N1	0.4	-2.6	-0.2	-0.1	6.7	1.6
18	CC(=O)Nc1ccc(CN2CCN(Cc3ccc(C)cc3)C(CCO)C2)cc1 (configuration not stated)	-7.2	-0.6	-2.7	1.1	-1.0	1.3
19	O=C(COC(=O)CCNS(=O)(=O)c1ccccc1)NNC(=O)c1ccccc1	-7.8	-1.6	-10.8	-0.4	5.6	2.7
20	C=CCn1c(SCC(=O)c2ccc(OC)cc2)nnc1C(C)NC(=O)c1cccs1 (configuration not stated)	1.2	1.0	2.2	-0.4	-1.0	0.8
21	Cc1c(C)c2cc(Cl)c(OCC(=O)Nc3ccccn3)cc2oc1=O	-5.5	-1.8	-28.1	-0.7	-1.5	-0.9
22	COc1ccc(CCNC(=O)CC(=O)NCCc2ccc(OC)cc2)cc1	-6.9	-0.1	-3.2	-0.6	-2.9	0.3
23	COc1cc(OC)c(NC2=NCCCCC2)cc1Cl	-0.9	2.0	-1.8	0.5	-10.8	-1.3
24	CN(C)C1=NCCN1CC1CCCC1	4.7	1.3	-1.5	0.0	5.0	-1.7
25	CCN1CCN(CCCN(Cc2ccco2)C(=S)Nc2ccc(Cl)c(C)c2)CC1	-11.0	-3.7	-0.2	1.2	-3.7	-0.5
26	CCn1c2ccccc2c2cc(NC(=S)N3CCOCC3)ccc21	-7.4	2.6	-11.0	-0.4	-8.0	1.0
27	CCOC(=O)C1(Cc2ccccc2C)CCCN(C(=O)CCc2cccnc2)C1 (configuration not stated)	-2.5	1.2	3.6	-0.2	-1.8	3.5
28	O=C(CN1C(=O)COc2ccc(S(=O)(=O)N3CCCCCC3)cc21)NCc1ccc(F)cc1	0.3	-2.7	-3.8	-0.5	2.3	2.1
29	Cc1ccsc1C(=O)N1CCC1(C)C(=O)NCCC#N (configuration not stated)	-1.7	4.2	0.4	0.3	-0.4	-2.6
30	Cn1c(NC(=O)c2ccc(F)cc2)c(-c2ccccn2)c(=O)c2ccccc21	-3.0	-0.7	-6.0	-0.2	-2.5	-1.0

nr	sPLA2-III inh	hcDAF-12 act	ADAM17 inh	ssDAF-12 act	DAX1 inh-2
16	8.6	0.8	-13.8	-1.5	0.6
17	-2.6	-1.6	4.0	-1.5	0.0
18	7.4	-1.4	-5.3	-1.8	1.3
19	5.9	0.2	1.2	-0.1	0.2
20	-20.7	0.3	-0.6	-1.1	-1.2
21	-3.1	-2.1	-10.4	-0.2	0.2
22	-2.1	-0.5	-4.8	-0.6	-0.1
23	12.2	-0.5	-1.0	-1.4	-0.2
24	1.6	3.2	0.8	1.2*	0.3
25	0.8	-1.2	-1.8	-1.4	-1.1
26	8.8	3.8	-7.1	-0.2	-0.2
27	1.8	-1.4	-0.7	-1.5	-0.4
28	-8.0	-2.0	0.6	-1.9	2.9
29	-1.0	0.2	-3.2	-1.6	x
30	-0.7	2.1	-6.8	-0.2	x

New compounds follow:
nr	canonical_smiles	PLC-beta3 inh	hgDAF-12 ag	ADAM10 inh	DAX1 inh-1	PLCg1 inh	FXN GAA850 act
31	COc1ccc(Cl)cc1Cn1c(C)c(C(=O)NCc2ccc(F)cc2)sc1=O	2.1	-5.8	27.3*	-1.0	3.6	-3.5
32	CC(=O)c1ccc(NC(=S)NC(=O)/C=C/c2ccco2)cc1	-0.3	5.0	-1.0	0.6	-3.3	5.5
33	COc1ccccc1-n1nc(C)cc1N	-8.4	0.1	-4.3	0.3	-0.9	1.3
34	Cc1c(C#N)c2ncn(Cc3ccccn3)c(=O)c2n1-c1ccccc1	-30.4	-1.5	-91.0	-0.1	-20.9	3.6
35	Cc1ccc(-n2c(SCC(=O)Nc3cccc4ccccc34)nnc2-c2cnccn2)cc1	2.2	3.1	-7.8	0.2	-0.7	x
36	CCn1nc(C)cc1C(=O)N1CCCC(C(=O)c2ccc3ccccc3c2)C1 (configuration not stated)	-24.4	2.2	-61.8	-0.4	-10.3	0.8
37	CCOc1ccc(NS(=O)(=O)c2ccc(C(=O)N3CCN(c4ncccn4)CC3)cc2)cc1	-3.4	-6.5	-6.3	-3.8	-1.5	-1.7
38	NS(=O)(=O)c1ccc(NC(=O)c2cc(Cl)ccc2Cl)cc1	3.1	-1.2	-0.2	0.2	0.1	1.7
39	CC(C)CNc1cccc2c1S(=O)(=O)N[C@H](CC(C)C)CO2	-0.9	3.1	-15.1	-0.4	-0.2	x
40	CC(=O)Nc1nnc(CCS(=O)(=O)c2ccc(C)c(C)c2)s1	10.2	-1.4	-2.9	0.5	13.6*	1.1
41	CCOC(=O)c1c(NC(=O)Cc2cccs2)sc(C(=O)NC2CCCC2)c1C	-1.8	1.6	-0.1	0.1	-1.5	1.3
42	Cn1c(N)nc(N)c(NC=O)c1=O	-2.6	1.2	-5.3	-1.0	-0.2	x
43	COc1ccc(N2C(=O)[C@H]3[C@@H](C2=O)C2c4ccccc4C=NN2[C@H]3C(=O)C(C)(C)C)cc1 (some centres not stated)	-5.6	0.0	0.3	-0.2	0.4	-1.7
44	COc1ccc(N(CCC#N)C(=O)/C(C#N)=C\c2cccs2)cc1	-3.0	-2.2	5.1	-0.2	4.3	1.1
45	COc1cc(C(=O)NCC2CCCO2)ccc1OCc1ccccc1Cl (configuration not stated)	-7.8	1.0	-3.1	-1.4	0.5	1.5
46	COC(=O)C1CCN(CC(=O)Nc2ccccc2Sc2ccccc2)CC1	2.7	0.7	9.0	-1.0	1.1	2.6
47	C=CCOc1c(Br)cc(/C=N/n2c(CC)n[nH]c2=S)cc1Br	5.5	0.7	3.5	0.7	3.9	3.1

nr	sPLA2-III inh	hcDAF-12 act	ADAM17 inh	ssDAF-12 act	DAX1 inh-2
31	-13.9	-0.4	11.0*	-0.2	x
32	0.4	0.7	-0.7	-0.8	2.1
33	-0.3	0.2	-0.9	-1.0	0.1
34	-1.1	-1.3	-28.9	-1.4	0.6
35	-1.4	-0.6	-4.7	-1.8	x
36	-6.0	-2.0	-17.8	-1.4	-1.3
37	-17.0	-2.5	-0.9	-2.6	-1.5
38	-5.3	-0.6	-0.3	-1.5	-0.1
39	10.8	-1.3	-9.3	0.0	x
40	9.0	0.3	-1.3	-0.9	0.9
41	5.9	-2.8	-4.7	-0.8	0.1
42	5.2	-0.3	-5.2	-1.0	x
43	-1.2	-1.2	-3.2	-1.6	5.6*
44	-5.1	0.8	2.0	-1.0	-0.9
45	-5.6	-2.6	-0.3	-1.4	-1.1
46	-10.4	0.0	0.2	-1.1	-0.5
47	-2.0	1.0	5.2	-1.3	-1.3

Outcome played no part in choosing rows; 6.9% or so of the library scored in one or more.
